Screening results (PubChem)
HGIII-sPLA2 inh: Blocks human group III sPLA2 activity. 0.56% of 370,000 active. AID 743126. inhibition, % at 12.2 µM. QFRET BODIPY PC-A2 liposome hydrolysis, fluorescence. Q9NZ20;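 active = inhibition above mean plus 3 SD of compounds lying within the high and low control bounds, cut at about 19% in these data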;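 also: 0% = median of test compound wells and 100% = no enzyme DMSO wells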
PLC-beta3 inh: blocks human PLC-beta3 enzyme activity; Q01970; Purified PLC-beta3, fluorogenic substrate, fluorescence; inhibition, % at 12.2 µM; 0.18% of 370,000 active; AID 720704; in the data active = inhibition above about 11%;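 also: 0% = median of compound wells on plate and 100% = full blocker control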
DAX1 inh-1: blocks DAX1 repression of SF-1 activated StAR promoter | HEK293T StAR-luciferase reporter, SF-1/DAX-1 repression relief | inhibition, % at 6.8 µM | 1.1% of 370,000 active | AID 652010;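 active = inhibition above the mean over all tested compounds plus 3 SD, cut at about 3.6% in these data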;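 also: 0% = DAX-1 cells with DMSO and 100% = cells lacking DAX-1 with DMSO; higher inhibition means more luminescence from relief of DAX-1 repression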
DAX1 inh-2: NR0B1 (DAX1) inhibition | HEK293 Gal4-DAX1 luciferase reporter, luminescence | inhibition, % at 6.75 µM | 0.99% of 340,000 active | AID 504766;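 active = inhibition above the mean over all tested compounds plus 3 SD, cut at about 4.2% in these data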;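 also: 0% = DAX1-transfected cells with DMSO and 100% = empty-vector control cells with DMSO; inhibition shows as a rise in luminescence from relieved DAX1 repression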
Target sequence (P51843 207-470 limits assumed): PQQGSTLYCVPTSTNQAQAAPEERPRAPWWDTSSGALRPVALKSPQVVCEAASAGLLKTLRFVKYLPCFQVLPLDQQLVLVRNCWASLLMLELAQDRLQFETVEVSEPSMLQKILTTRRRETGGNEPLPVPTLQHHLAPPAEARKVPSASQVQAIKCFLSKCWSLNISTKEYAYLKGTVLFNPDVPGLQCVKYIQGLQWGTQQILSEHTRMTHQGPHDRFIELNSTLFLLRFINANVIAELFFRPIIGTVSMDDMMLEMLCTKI
hcDAF12 agonist: activates DAF-12 receptor from parasite H. contortus; 1.4% of 370,000 active; HEK293 hcDAF-12 lit1-tk-luc reporter, luminescence; 0% DMSO, 100% Δ7-dafachronic acid; AID 652067; activation, % at 6.8 µM;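 active = activation above the mean of all tested compounds plus 3 SD, cut at about 5.5% in these data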;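 also: 100% = response to 3 µM Δ7-dafachronic acid high control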
PG9 Ab binder: binds the HIV-1 gp120 antibody PG9. 0.43% of 360,000 active. TR-FRET gp120-PG9 antibody binding. inhibition, % at 6.7 µM; in the data active = inhibition above about 8.5%
ssDAF12 agonist: activators of S. stercoralis DAF-12 nuclear receptor; HEK293 ssDAF-12/GRIP1 lit1-tk-luc reporter, luminescence; % of 3 µM dafachronic acid response; activation, % at 6.8 µM; 1% of 370,000 active; AID 652126;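 active = activation above the mean over all tested compounds plus 3 SD, cut at about 0.9% in these data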;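 also: 0% = DMSO-only wells and 100% = 3 µM delta7-dafachronic acid wells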
FXN GAA850 act: frataxin GAA850 promoter activation | HEK293 lucGAA850 FXN promoter luciferase reporter, 24 h; percent of 10 µM SAHA response | activation, % at 6 µM | 0.56% of 360,000 active | AID 540364;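 active = activation above the average of all compounds screened plus 3 SD, cutoff fixed separately per campaign, cut at about 7.5% in these data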;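 also: 0% = DMSO wells and 100% = 10 µM SAHA wells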
SMARCA2 act: increases SMARCA2 function in MMTV reporter cells. MG213 cells, MMTV-luciferase reporter, dexamethasone, overnight. activation, % at 9.1 µM. 1% of 370,000 active. AID 652017; in the data active = activation above about 7.8%;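 also: 0% = vehicle wells and 100% = reference activator wells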
Rev-erbA mod: Rev-erb alpha (human) modulation; activity, % at 10 µM; P20393; Rev-erbα–FITC-DNA binding, fluorescence polarization, 90 min; 0.79% of 370,000 active;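 active = activity above about 14%, limit read from the data; passing the limit was not always enough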;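 also: 0% = DMSO wells with 35 nM protein and 100% = DMSO wells with 750 nM protein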
Target sequence (P20393 whole entry, looked up): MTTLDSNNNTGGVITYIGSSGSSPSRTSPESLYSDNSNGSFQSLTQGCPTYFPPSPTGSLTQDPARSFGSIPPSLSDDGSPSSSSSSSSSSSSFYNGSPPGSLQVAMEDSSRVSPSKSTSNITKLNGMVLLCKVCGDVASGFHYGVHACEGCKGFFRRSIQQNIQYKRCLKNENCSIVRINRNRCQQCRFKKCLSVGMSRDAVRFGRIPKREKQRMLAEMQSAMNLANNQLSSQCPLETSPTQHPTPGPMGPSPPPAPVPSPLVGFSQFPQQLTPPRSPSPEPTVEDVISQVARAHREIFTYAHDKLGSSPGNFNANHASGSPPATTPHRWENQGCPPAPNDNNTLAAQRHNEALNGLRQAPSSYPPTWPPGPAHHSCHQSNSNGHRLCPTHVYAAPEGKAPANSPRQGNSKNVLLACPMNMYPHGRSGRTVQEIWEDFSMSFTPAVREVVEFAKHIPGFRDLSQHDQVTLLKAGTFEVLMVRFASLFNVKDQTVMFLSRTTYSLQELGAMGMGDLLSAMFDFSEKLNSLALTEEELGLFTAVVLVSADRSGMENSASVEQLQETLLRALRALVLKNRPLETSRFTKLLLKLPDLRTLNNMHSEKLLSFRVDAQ
hgDAF-12 ag: hgDAF-12 agonism, primary luciferase screen. HEK293 GAL4-hgDAF12 UAS-luciferase reporter, agonist luminescence; normalized to butyrate control. activation, % at 6.8 µM. 1.8% of 370,000 active;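 active = activation above a cutoff set at the mean of all screened compounds plus 3 SD, cut at about 10% in these data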;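 also: 0% = DMSO wells and 100% = sodium butyrate wells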
* marks the source's active call; other numbers are inactive results; i = inactive; x = no result given; & = joins results of further samples.

nr	canonical_smiles	HGIII-sPLA2 inh	PLC-beta3 inh	DAX1 inh-1	DAX1 inh-2	hcDAF12 agonist	PG9 Ab binder	ssDAF12 agonist	FXN GAA850 act	SMARCA2 act	Rev-erbA mod	hgDAF-12 ag
1	Cc1cc(C)nc(Nc2cccc(C(F)(F)F)c2)n1	3	3	0.0	-0.5	-1.5	-0.5	-1.1	0.8	-3	0	-1.5
2	O=C(OCc1cccc([N+](=O)[O-])c1)c1ccc2ccccc2n1	-7	-3	-0.5	3.7	2.4	-1.2	-0.8	-1.4	-1	-3	1.0
3	O=C(NCc1cccnc1)c1cc(Sc2cccc(Cl)c2)nc2ccccc12	-3	-4	-0.7	-1.9	0.4	-2.1	-1.4	-1.4	1	6	-3.4
4	CCN(CC)S(=O)(=O)c1ccc(NC(=O)CC(NC(C)=O)c2ccccc2)cc1 (centres undefined)	-4	1	-0.8	0.5	-3.1	0.9	-0.7	1.2	-4	-2	-0.8
5	O=C(c1ccccc1NS(=O)(=O)c1cccs1)N1CCOCC1	-1	5	0.1	-0.6	-0.6	-1.5	-0.9	-1.2	1	-1	-0.2
6	Cc1c(OCc2ccc(C(=O)O)o2)ccc2c3c(c(=O)oc12)CCC3	-9	-91	0.9	-0.4	-0.8	0.5	-1.4	-2.7	0	-6	-0.4
7	CC1(C)CC(=O)c2c(O)cc(OCc3ccc([N+](=O)[O-])cc3)cc2O1	0	2	0.8	-0.6	0.7	-0.1	-1.0	5.2	0	6	4.0
8	CCc1cc(=O)oc2cc(C)cc(OCC(=O)NCCN3CCOCC3)c12	3	-272	-2.0	0.7	-1.9	-2.4	-1.0	1.3	-1	2	-1.4
9	COc1ccc(S(=O)(=O)NCc2cccnc2)c(Cl)c1Cl	5	5	0.1	2.9	-1.4	-2.5	-0.9	0.1	-2	-3	2.4
10	c1ccc(Cn2ncc3c(Nc4ccccc4)ncnc32)cc1	-11	-4	-0.8	1.6	-1.6	-0.1	-1.8	1.5	-4	4	-1.3
11	COc1ccc(/C=C/C(=O)N2CCN(S(=O)(=O)c3ccccc3)CC2)cc1OC	0	-33	-0.8	-0.3	-1.5	0.0	-2.2	-0.7	0	2	-1.3
12	Cn1c(C(=O)N[C@@H](Cc2ccccc2)C(=O)O)cc2cc(F)ccc21	-4	-12	0.0	-0.6	1.9	1.1	0.1	0.1	2	1	0.8
13	CN(Cc1ccc(Cl)c(Cl)c1)C(=O)c1[nH]c(C(F)(F)F)nc1-c1ccccc1	-21	0	-0.3	x	-0.2	0.8	-1.2	x	-3	-3	-4.2
14	O=C1CN(C(=O)c2ccc(F)c(S(=O)(=O)N3CCOCC3)c2)c2ccccc2N1	-1	-7	-0.4	0.2	0.4	0.3	-1.0	-0.1	-1	3	0.7
15	CC(=O)c1cccc(-n2nnnc2SCC(=O)N2CCCC2)c1	5	2	-0.5	0.9	-1.0	-0.7	-1.4	0.9	0	-2	-3.4
16	COc1cc(C(N)=O)cc(Br)c1OCc1ccccc1	-5	-2	-0.4	0.1	2.6	1.4	-0.7	2.4	-1	-1	-2.1
17	O=C1CN(S(=O)(=O)c2ccc(Cl)cc2)c2ccccc2N1	2	-5	-0.2	1.5	-1.8	-1.7	-1.9	-0.9	2	-5	0.8
18	CCNc1ccc(S(=O)(=O)N(C)C)cc1NCC(=O)Nc1ccc(Br)cc1F	-1	-2	-2.0	-2.2	-3.2	-2.1	-2.0	-2.8	-4	-2	-4.3
19	C=COCCNC(=S)N1CCOCCOCCN(C(=S)NCCOC=C)CCOCC1	4	-1	-0.3	0.2	-2.6	-0.1	-1.8	0.5	4	1	1.9
20	CCOC(=O)CNC(=O)N1CCCC(C(=O)c2ccc3c(c2)OCO3)C1 (centres undefined)	2	-1	0.1	-1.1	1.6	-4.0	-1.5	-2.1	0	-2	0.9
21	CC(O)CNc1ncnc2cc(-c3ccc(F)cc3)sc12 (centres undefined)	3	-110	0.3	-0.6	0.4	-2.2	-1.0	10*	2	3	4.5
22	O=C(O)c1ccc(-n2nc(C(F)(F)F)c3c2CCCC3)cc1	-5&-9	0&-1	-1.1&-0.7	1.2&0.4	4.1&0.2	-0.3&0.7	-0.3&-1.5	1.0&-0.4	2&0	5&3	0.5&2.0
23	Cc1ccc(S(=O)(=O)N(C)CC(=O)NC2CC(C)(C)NC(C)(C)C2)cc1	2	1	0.3	1.3	-1.4	-3.8	-1.4	-0.6	4	2	0.6
24	COc1ccc(OCC(=O)Nn2c(-c3ccc(C)cc3)nc3ccccc3c2=O)cc1	-6	2	-0.6	-0.9	2.0	-0.5	-0.5	-0.1	0	1	2.0
25	CCNc1nc(NCC)n2c(SCC(=O)Nc3ccc(C)cc3Br)nnc2n1	0	3	-1.0	-2.4	-0.2	0.7	-0.8	-3.6	-1	-3	-2.2
26	Nc1nonc1-n1nnc(C(=O)N/N=C/c2ccc(OCc3cccc(Cl)c3)cc2)c1CN1CCCCC1	7	-8	-0.5	0.6	0.6	-3.2	-0.6	-0.8	-1	0	0.3
27	CCCC(C)C(=O)Nc1ccc2c(c1)OCCO2 (centres undefined)	18	3	-1.6	1.0	-1.9	2.2	-1.9	-7.5	-1	7	-2.4
28	O=C(NCC1CCN(C(=O)c2cccc([N+](=O)[O-])c2)CC1)c1cccc([N+](=O)[O-])c1	1	-6	-0.3	0.0	-2.2	-1.0	-0.9	-0.3	-2	-6	-0.9
29	CCN1C(=O)c2ccccc2S(=O)(=O)c2ccc(C(=O)NCCOC)cc21	-1	-3	-0.9	2.9	3.2	-1.8	0.7	-1.9	-1	2	4.5
30	O=c1c2ccccc2oc2nc(-c3ccco3)n(-c3ccccc3)c(=O)c12	2	2	-0.2	-0.4	2.5	1.4	0.5	4.4	-3	-1	-2.3
31	Cn1ccc2c(-c3ccc(C(F)(F)F)cc3)cc3c(c21)C1CCC3O1 (centres undefined)	-2	-298	-3.4	x	-2.7	-0.4	-1.3	x	-4	2	1.5
32	C/C(Cc1ccccc1)=N\NC(=O)CNC(=O)c1cccc(Cl)c1	3	-6	0.1	1.7	-0.6	-0.3	-0.8	2.0	1	7	0.8
33	Cc1ccc2nc(SCC(=O)NCc3ccc(F)cc3)[nH]c2c1	1	-6	-0.4	-2.0	-1.8	1.4	-1.4	0.4	-3	4	-1.0
34	CCC(CC)NC(=O)COC(=O)c1ccc(NS(=O)(=O)c2ccc3c(c2)OCCO3)cc1	-13	1	-0.8	1.4	-2.2	0.9	-1.8	-2.3	-2	-1	0.4
35	C[C@H](CO)N1C[C@H](C)[C@@H](CN(C)C(=O)CC2CC2)Oc2cc(Br)ccc2S1(=O)=O	3	7	0.6	0.8	-0.3	-0.5	-1.2	-2.5	-4	-3	3.0
36	COCCCNc1c2c3c(cccc3[nH]c1=O)C(=O)c1ccccc1-2	-370	i	-1.9	-1.4	-0.3	0.0	-1.4	-4.4	-1	-2	3.5
37	O=C(O)CCc1nn2c3ccccc3nc2n(Cc2ccccc2)c1=O	1	2	0.0	0.0	-0.7	2.6	-1.8	0.8	-3	-5	-1.0
38	COc1ccc(/C=N/NC(=S)NCc2ccccc2)cc1OC	24*	-3	0.3	2.2	1.1	0.0	-1.6	1.6	-4	3	-1.0
39	COC(=O)[C@@]12C[C@@H](CC(=O)NCc3ccc(OC)c(OC)c3)C(=O)N(Cc3ccc4c(c3)OCO4)C1=CCC(C)(C)C2	-6	4	-0.8	x	0.3	0.9	-0.8	x	6	3	-1.7
40	CS(=O)(=O)N(CC(=O)Nc1ccc2c(c1)OCO2)c1ccc2c(c1)OCO2	-15	-9	-0.9	-0.4	-1.1	2.8	-1.4	0.7	-3	7	2.9
41	Cc1onc(-c2ccccc2)c1C(=O)OCC(=O)c1ccc(F)cc1	-16	-4	-1.2	3.8	-1.4	0.3	3.5*	0.7	-3	-1	3.2
42	Cc1ccc(-n2ncc3c(=O)n(CC(=O)N4CCN(c5ccccc5F)CC4)cnc32)cc1C	3	2	-0.3	-0.7	-0.4	2.1	-1.4	2.3	0	9	1.5
43	O=C(NCc1cccc(Cl)c1)NC(=O)c1csc([N+](=O)[O-])c1	-2	-10	0.4	0.1	-1.3	0.3	-1.2	1.8	-1	-4	-1.4
44	Cc1noc(NS(=O)(=O)c2ccc(N/C=C\C(=O)c3ccncc3)cc2)c1C	-1	0	1.1	2.2	-0.9	1.1	-1.2	1.0	4	0	-0.3
45	Cn1c(CN2CCN(S(C)(=O)=O)CC2)nc2cc([N+](=O)[O-])ccc21	-2	-4	-0.4	1.6	1.6	-0.3	-0.9	0.3	-3	5	-0.1
46	Cn1c(C(=O)N2CCOCC2)cnc1Sc1ncc(C(F)(F)F)cc1Cl	1	1	0.1	0.6	0.9	2.1	-0.7	0.4	0	1	3.2
47	CCCCCN1CCCCC(NC(=O)c2cccc(F)c2)C1=O (centres undefined)	-2	1	0.2	x	-1.1	x	-1.3	x	-2	1	2.7
48	Fc1ccc(NC(=S)Nc2cccnc2)c(F)c1F	-1	-8	-0.2	0.6	1.8	0.4	-1.4	-0.2	0	0	0.9
49	COc1ccc(NC(=O)c2ccc(NC(=O)CSc3nccc(=O)[nH]3)cc2)cc1	0	-4	-1.2	-0.5	1.5	-0.2	-1.3	1.5	-1	3	3.2
50	COc1cccc(CN2CCCC(CNC(=O)c3ccc(F)cc3)C2)c1OC (centres undefined)	-5	2	-0.4	0.1	0.9	-2.5	-1.1	-1.2	-1	-2	-1.2
51	CC(C)=CCC/C(C)=C/CC/C(C)=C/CC/C(C)=C/CC1=C(C)C(=O)c2ccccc2C1=O	2	-13	0.1	-0.6	-0.4	-1.5	-0.3	-1.9	-1	-5	5.7
52	CC1(C)CC(CC(=O)O)(c2ccc(Cl)cc2)CCO1 (centres undefined)	-4	2	0.2	0.9	-1.5	1.6	-0.8	-2.9	0	-1	1.3
53	CC(C)(C)C(=O)Nc1ccc(-c2cc3cc(Cl)ccc3o2)cc1	7	-9	-1.4	-2.8	-3.9	-0.7	-3.0	-6.9	-7	3	-6.8
54	CCOc1ccc(CNC(=O)CCc2cn(C)c3ccccc23)cc1OC	10	-9	0.9	0.0	-0.5	-0.3	-1.3	1.0	-2	-1	-0.1
55	COC(=O)c1[nH]c(C)c(/C(O)=C2\C(=O)C(=O)N(CCN3CCOCC3)C2c2ccco2)c1C (centres undefined)	-9	-17	0.7	0.7	3.5	-1.1	-0.2	-0.1	7	-1	0.9
56	Cn1c(NCCCN2CCOCC2)nc2c1c(=O)n(Cc1ccc(Cl)cc1)c(=O)n2C	8	-1	-0.7	-1.4	-1.6	-1.4	-0.4	-3.3	-2	-2	-3.0
57	CN(C)S(=O)(=O)c1ccc(Cl)c(NC(=O)CSc2nc3ccccc3c(=O)n2CCCN2CCOCC2)c1	-14	0	0.5	-0.3	-0.6	-0.7	-1.2	-4.9	1	0	-3.2
58	COc1ccc(C(=O)N2CCN(S(=O)(=O)c3ccc(C)cc3C)CC2)cc1OC	3	1	-0.2	2.0	-3.6	0.0	-1.2	0.6	-1	0	-0.5

An unsorted share of the library; any-hit rate near 7%.
